Bioassay records: PubChem, several laboratories
OX1R antagonist = OX1R (HCRTR1) antagonists, primary screen, fluorescence, CHO/OX1R cells, Fluo-8 calcium, orexin A | Orexin/Hypocretin receptor type 1 (Homo sapiens), O43613 | Fluo-8 calcium fluorescence | inhibition, % at 5 µM | 0.43% of 330,000 active;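 active = inhibition above its plate's threshold, mean inhibition of all tested compounds on the plate plus 3 SD, cut at about 37% in these data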;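 also: 0% = orexin A challenge wells and 100% = SB-334867-A antagonist wells; not every result past the cut was called active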
Target sequence (O43613 whole entry, looked up): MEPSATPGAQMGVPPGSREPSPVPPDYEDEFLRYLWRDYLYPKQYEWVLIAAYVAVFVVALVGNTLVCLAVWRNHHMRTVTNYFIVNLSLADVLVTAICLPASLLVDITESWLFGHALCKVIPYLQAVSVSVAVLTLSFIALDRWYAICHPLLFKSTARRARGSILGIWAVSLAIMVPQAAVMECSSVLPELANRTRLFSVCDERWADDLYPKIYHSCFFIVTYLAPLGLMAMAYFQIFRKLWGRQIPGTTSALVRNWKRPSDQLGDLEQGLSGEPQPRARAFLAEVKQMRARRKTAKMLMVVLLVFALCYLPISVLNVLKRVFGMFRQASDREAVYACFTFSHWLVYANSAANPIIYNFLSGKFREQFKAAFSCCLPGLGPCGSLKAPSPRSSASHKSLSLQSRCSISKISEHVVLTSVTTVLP
CHT PAM = CHT positive allosteric modulators, primary screen, cell-based, membrane potential dye, choline EC20; CHT-expressing cells; hits give high values; LV-AA mutant CHT in HEK293 cells; B-score at 10 µM; 0.49% of 310,000 active; AID 488977, 2010;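 active = initial fluorescence not abnormally high and integrated response B-score, plate-corrected, over 3 SD above library mean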
Target sequence (Q9GZV3 whole entry, looked up): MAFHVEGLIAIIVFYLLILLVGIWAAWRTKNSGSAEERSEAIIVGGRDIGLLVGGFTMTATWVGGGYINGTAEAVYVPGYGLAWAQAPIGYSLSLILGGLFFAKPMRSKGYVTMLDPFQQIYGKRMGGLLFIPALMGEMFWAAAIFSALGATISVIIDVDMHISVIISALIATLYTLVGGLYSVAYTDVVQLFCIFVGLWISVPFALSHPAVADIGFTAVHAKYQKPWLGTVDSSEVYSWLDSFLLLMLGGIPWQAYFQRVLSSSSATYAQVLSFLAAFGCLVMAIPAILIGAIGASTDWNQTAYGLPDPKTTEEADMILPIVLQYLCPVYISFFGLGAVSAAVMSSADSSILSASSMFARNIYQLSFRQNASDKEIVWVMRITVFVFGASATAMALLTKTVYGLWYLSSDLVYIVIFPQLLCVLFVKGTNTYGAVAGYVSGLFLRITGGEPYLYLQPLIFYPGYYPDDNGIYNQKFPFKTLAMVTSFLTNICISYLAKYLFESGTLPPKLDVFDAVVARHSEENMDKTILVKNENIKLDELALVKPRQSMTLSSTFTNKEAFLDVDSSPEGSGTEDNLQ
* = called active by the depositor; i = inactive; nt = no result given. An unsorted share of the library (roughly 0.8% active in at least one column).

entry | mol | OX1R antagonist | CHT PAM
1 | CN(C)c1ccc(C(C(=O)NCc2ccccc2)N(Cc2ccco2)C(=O)c2snc(C(N)=O)c2N)cc1 (stereo unspecified) | -15 | i
2 | COc1ccc(N2CC(C(=O)Nc3nnc(SCC(=O)NCC4CCCO4)s3)CC2=O)cc1 (stereo unspecified) | -1 | i
3 | CN(C)S(=O)(=O)c1cccc(COC(=O)CN2CCCCCC2=O)c1 | 5 | i
4 | Cc1ccc(-n2c(C)cc(/C=N/Nc3ccc([N+](=O)[O-])cn3)c2C)c(C)c1 | -16 | i
5 | COc1cc(/C=C/C(=O)N(Cc2ccccc2)c2ccccn2)cc(OC)c1OC | -13 | i
6 | CCOC(=O)C1CCN(C(=O)Cn2nc(C)n3nc(-c4ccc(OC)cc4)cc3c2=O)CC1 | -10 | i
7 | Cc1cc(C)cc(NC(=O)CS(=O)(=O)c2ccccc2)c1 | -14 | i
8 | Cc1ccc(C(=O)NC(Cc2cccc(C(F)(F)F)c2)C(=O)O)cc1 (stereo unspecified) | 20 | nt
9 | O=C(Nc1ccccc1N1CCCC1)C1CC(=O)N(Cc2ccccc2)C1 (stereo unspecified) | -33 | i
10 | C/C(=N\NC(=S)NC1CCCCC1)c1cccs1 | -21 | i
11 | Cc1ccc(-c2csc3ncn(CC#N)c(=O)c23)cc1 | -9 | i
12 | CC1(C)SC(=S)N(NC(=O)Nc2ccccc2)C1N(O)C(=O)Nc1cccc2ccccc12 (stereo unspecified) | -26 | i
13 | CN(C(=O)CSc1nnc(NCc2ccccc2)s1)C1CCS(=O)(=O)C1 (stereo unspecified) | -3 | i
14 | CC(C)c1cc(NC(=O)c2ccccc2)cc(C(C)C)c1O | -31 | i
15 | Cc1ccc(C)c(N(CC(=O)NC2CCCC2)C(=O)CNC(=O)c2cccs2)c1 | -41 | i
16 | C=CCN(CC=C)S(=O)(=O)c1ccc2nc(NC(=O)C3CCCO3)sc2c1 (stereo unspecified) | -15 | i
17 | CCc1nc(N2CCOCC2)c(C#N)c2c1COC(C)(C)C2 | -15 | i
18 | O=C1CSC(c2cccc([N+](=O)[O-])c2)N1c1c(F)cccc1F (stereo unspecified) | -20 | i
19 | CCOc1ccc(NC(=O)C2CC(=O)N(c3ccc4c(c3)OCCO4)C2)cc1OCC (stereo unspecified) | -30 | i
20 | Cn1c(SCC(=O)N2CC(=O)Nc3ccccc32)nc2ccccc2c1=O | -24 | nt
21 | Cc1nnnn1-c1ccc(CC(=O)O)cc1 | -15 | i
22 | CSc1ncccc1C(=O)Nc1cccc(S(=O)(=O)N2CCCCCC2)c1 | 26 | nt
23 | CCC(=O)Nc1ccc(S(=O)(=O)NCc2ccco2)cc1 | 0 | i
24 | CC(C)(C)OC(=O)NCCCC[C@@H](C(=O)N1CCN(C(=O)OC(C)(C)C)CC1)n1cc(C(CO)NC(=O)OC(C)(C)C)nn1 (stereo partly specified) | 2 | i
25 | COC(=O)c1cc(S(=O)(=O)NCc2ccc(F)cc2)cn1C | -6 | i
26 | COc1ccc(-c2nnn(CC(=O)N(C3CCCCC3)C(C)C(=O)NC3CCCC3)n2)cc1OC (stereo unspecified) | -21 | i
27 | CC(C)CNC(=O)/C(C#N)=C1\N=C(NC(=O)c2ccco2)c2ccccc21 | 0 | i
28 | O=C(NCC1CCCO1)c1cccc(S(=O)(=O)Nc2cccc(C(F)(F)F)c2)c1 (stereo unspecified) | -14 | nt
29 | Cc1ccsc1/C=N/N1CCN(C2c3ccccc3-c3ccccc32)CC1 | -9 | i
30 | CCOC(=O)N1CCC(NC(=O)CCc2cn(C)c3ccccc23)CC1 | 6 | i

The final 2 entries of the part above are carried over, then new ones follow.
entry | mol | OX1R antagonist | CHT PAM
29 | Cc1ccsc1/C=N/N1CCN(C2c3ccccc3-c3ccccc32)CC1 | -9 | i
30 | CCOC(=O)N1CCC(NC(=O)CCc2cn(C)c3ccccc23)CC1 | 6 | i
31 | COc1cccc(-c2nc(CS(=O)(=O)CC(=O)N3CCN(C)CC3)c(C)o2)c1 | -2 | i
32 | Cn1c(COc2ccc(Br)cc2)nnc1SC1CCc2ccccc2C1=O (stereo unspecified) | -12 | i
33 | Oc1c(C=C2N=c3ccccc3=N2)sc(=S)n1-c1ccccc1 | -6 | i
34 | N#CC(C(=O)O)=C1CCCC1 | -8 | i
35 | CCOC(=O)Cc1csc2nc(-c3ccccc3)nn12 | -18 | i
36 | Cc1onc(-c2ccccc2Cl)c1C(=O)N1CCN=C1SCc1cccnc1 | -17 | i
37 | Cc1ccc(SCCC(=O)Nc2ccccc2C(=O)N2CCOCC2)cc1 | -12 | i
38 | COc1ccc(CCn2c(=N)c(C(=O)NC3CCCCC3)cc3c(=O)n4ccccc4nc32)cc1 | -25 | i
39 | Cc1cccc(C(=O)N2CCCC(c3nc(-c4ccc(F)cc4)no3)C2)c1 (stereo unspecified) | nt | i
40 | COc1ccc(CC(=O)Nc2ccccc2Oc2ccccc2)cc1 | -15 | i
41 | COC(=O)C(C)NC(=O)c1cn(-c2ccccc2OC)c(=O)c2ccccc12 (stereo unspecified) | 0 | i
42 | Cc1nc2ccccc2n1C1CC(=O)N(Cc2ccccc2)C1=O (stereo unspecified) | 8 | i
43 | COc1ccc(N2C(=O)CC(N3CCN(c4ccc(Cl)cc4)CC3)C2=O)cc1 (stereo unspecified) | -14 | i
44 | CCOc1ccc(C2N(c3ccc(F)cc3)C(=O)C3CCCN32)cc1OC (stereo unspecified) | -27 | i
45 | Cc1ccccc1NS(=O)(=O)c1cc(C(=O)NCCSC2CCCCC2)ccc1C | 60* | i
46 | CC1CCN(CCCNC(=O)c2ccc3c(Cl)c4c(nc3c2)CCCC4)CC1 | -25 | i
47 | Cc1ccc2oc(Nc3nc(C)c(C)c(C)n3)nc2c1 | -15 | i
48 | Cc1cccc(C(=O)NNC(=O)c2ccco2)c1O | -8 | i
49 | CC(C)NC(=O)C1CCN(C2CCN(C(=O)c3ccc4cccc(F)c4n3)CC2)CC1 | 5 | i
50 | COc1cc(C(=O)CSc2nncn2C)cc(OC)c1OC | -15 | i
51 | CCc1ccc(OCC(=O)N(Cc2cccs2)C2CCS(=O)(=O)C2)cc1 (stereo unspecified) | -27 | i
52 | CC1CC(C)(C)CC2(C1)NC(=O)N(CC(=O)N(Cc1ccccc1)c1ccccc1)C2=O (stereo unspecified) | -35 | i
53 | CC(=O)Nc1ccc(NC(=O)CSc2ccc(-c3ccco3)nn2)cc1 | -11 | i
54 | O=C(CNC(=O)c1ccc2c(c1)OCO2)N/N=C(Br)/C=C/c1ccccc1 | -2 | i
55 | CCCCCCC(=O)N(O)C1CC(=O)N(c2ccc(F)cc2)C1=O (stereo unspecified) | -11 | i
56 | COc1ccc(N2CCN(C(=O)C3CCN(S(=O)(=O)c4ccc(F)cc4)CC3)CC2)cc1 | -19 | i
57 | CCCSc1ccc2nc(-c3ccccc3)cn2c1 | -24 | i
58 | CCN(CC)CC(O)CCCCCCCCC(=O)OC (stereo unspecified) | -10 | i
59 | O=C(CN1C(=O)CCC1=O)Nc1nc(-c2ccc(Oc3ccccc3)cc2)cs1 | -1 | i
60 | CC(C)(C)NC(=O)C(c1ccco1)N(C(=O)Cn1nnc(-c2ccc(F)cc2)n1)c1ccccc1F (stereo unspecified) | -12 | i
61 | O=C(c1c(F)cccc1F)N1CCN(S(=O)(=O)c2ccc3c(c2)OCCO3)CC1 | -16 | nt
62 | O=C(Nc1ccc(F)cc1F)C1CCCN(c2ncnc3c2nc2n3CCCCC2)C1 (stereo unspecified) | -21 | i
63 | CC(Sc1nnc(N)s1)C(=O)Nc1ccc2c(c1)OCCO2 (stereo unspecified) | -12 | i
64 | CCCCn1c(N)c(N(Cc2ccccc2OC)C(=O)COc2ccc(F)cc2Cl)c(=O)[nH]c1=O | 0 | i
65 | CC(C)(C)S(=O)c1cccs1 (stereo unspecified) | -3 | i
66 | CN(C)c1nc(N)nc(CSc2nnnn2-c2cccc3ccccc23)n1 | -16 | i
67 | CNc1nc(Nc2ccc([N+](=O)[O-])cc2)nc(OCC(F)(F)F)n1 | -16 | i
68 | CC(=O)c1nnn(-c2c(F)cccc2F)c1C | -4 | i
69 | O=C(CNC(=O)c1cccs1)NCC(=O)OCC(=O)c1ccccc1 | 15 | i
70 | COC(=O)c1ccc(S(=O)(=O)N(Cc2ccccc2)Cc2ccccc2)n1C | -32 | i
71 | O=C(CN(Cc1ccc(F)cc1)S(=O)(=O)c1ccccc1)N1CCCCC1 | -32 | i
72 | Cc1ccc(C(O)CN2C3=NCCCN3c3ccccc32)cc1 (stereo unspecified) | -9 | i
73 | Cn1c(CCNC(=O)c2ccccc2Cl)n[nH]c1=S | -14 | i
74 | C=CCNC(=S)N1CCC(C(N)=O)CC1 | -4 | i
75 | Cc1ccc(C(=O)NC(C)(COc2nonc2C)COc2nonc2C)cc1 | -10 | i
76 | COC(=O)c1c(C)[nH]c(/C=N/Nc2ccccc2)c1C | -28 | i
77 | COc1ccc(N2C(=O)CCC(C(=O)N(C)CCc3ccccn3)C2c2ccc(OC)c(OC)c2)cc1 (stereo unspecified) | -12 | i
78 | COc1cc(NC2c3ncccc3C(=O)N2Cc2ccco2)cc(OC)c1OC (stereo unspecified) | -4 | i
79 | CCOC(=O)c1c(C)[nH]c(C(=O)Cn2nnc(-c3ccc(Cl)cc3)n2)c1C | -16 | i
80 | COC(=O)c1ccc(C(=O)OC)c(NC(=O)CCc2ccc(C)o2)c1 | -23 | i
81 | CCOC(=O)Cc1cnc(NC(=O)CSc2nc(C(C)C)cc(=O)[nH]2)s1 | -76 | i
82 | O=S(=O)(CCN1CCN(C(c2ccccc2)c2ccccc2)CC1)C(F)(F)F | 2 | i
83 | CCOC(=O)c1sc2nccc(N(C)C)c2c1N=CN(C)C | -17 | 7.2*
84 | COc1cc(NC(=O)CCN2CCOCC2)cc(OC)c1 | nt | i
85 | Oc1ccc(CNc2ccccc2F)c2cccnc12 | -13 | i
86 | CCOc1cccc(-c2c(C(=O)N/N=C/c3ccco3)nnn2-c2nonc2N)c1 | -17 | i
87 | COc1cccc(NC(=S)N2CCCC2)c1 | -6 | i
88 | COc1ccc(-n2c3c(cc(C(=O)NC4CCSC4=O)c2=O)C(=O)CC(C)(C)C3)cc1 (stereo unspecified) | 0 | i
89 | CC1CCC/C(=C\Nc2ccc3c(c2)OCO3)C1=O (stereo unspecified) | -12 | i
90 | Cc1ccsc1C(=O)NNC(=O)C1CCCCC1C(=O)O (stereo unspecified) | -15 | i

Among those listed so far, these have a thiophene ring, fused or not.
entry | mol | OX1R antagonist | CHT PAM
10 | C/C(=N\NC(=S)NC1CCCCC1)c1cccs1 | -21 | i
11 | Cc1ccc(-c2csc3ncn(CC#N)c(=O)c23)cc1 | -9 | i
15 | Cc1ccc(C)c(N(CC(=O)NC2CCCC2)C(=O)CNC(=O)c2cccs2)c1 | -41 | i
29 | Cc1ccsc1/C=N/N1CCN(C2c3ccccc3-c3ccccc32)CC1 | -9 | i
51 | CCc1ccc(OCC(=O)N(Cc2cccs2)C2CCS(=O)(=O)C2)cc1 (stereo unspecified) | -27 | i
65 | CC(C)(C)S(=O)c1cccs1 (stereo unspecified) | -3 | i
69 | O=C(CNC(=O)c1cccs1)NCC(=O)OCC(=O)c1ccccc1 | 15 | i
83 | CCOC(=O)c1sc2nccc(N(C)C)c2c1N=CN(C)C | -17 | 7.2*
90 | Cc1ccsc1C(=O)NNC(=O)C1CCCCC1C(=O)O (stereo unspecified) | -15 | i

The results go on:
entry | mol | OX1R antagonist | CHT PAM
91 | CCCCn1c(N)c(N(CCOC)C(=O)c2cc(-c3ccc(F)cc3)nc3ccccc23)c(=O)[nH]c1=O | -22 | i
92 | CCOC(=O)CC(=O)CSc1nc(C)nc2c1oc1ccccc12 | -13 | i
93 | Cc1c(O)c2ccccc2n(-c2ccccc2)c1=O | 6 | i
94 | CN(Cc1ccccc1)C(=O)c1cccc(NC(=O)C2CCCN(C(=O)OC(C)(C)C)C2)c1 (stereo unspecified) | -12 | nt
95 | COc1ccccc1-c1nc(N)n[nH]1 | -2 | i
96 | Cc1nc(C(C)NC(=O)c2ccc(OC3CCN(Cc4ccccn4)CC3)cc2)c(C)s1 (stereo unspecified) | -22 | i
97 | CCC(C)N(C(=O)c1csnn1)C(C(=O)NC1CCCC1)c1ccccc1F (stereo unspecified) | -6 | i
98 | O=C(NC1CC1)c1ccc2snnc2c1 | -15 | i
99 | O=C(CSc1ccccc1)NNC(=O)c1ccccc1O | 6 | i
100 | COc1cc(/C=N/Nc2nc(C)cc(=O)[nH]2)ccc1O | -7 | i
101 | O=C(Oc1cccc(OC(=O)c2ccco2)c1)c1ccco1 | nt | i
102 | O=C(N/N=C/c1ccc(OC(F)F)cc1)C1=COCCO1 | -13 | i
103 | O=C(NC1CCCCCCC1)c1c(Cl)cccc1Cl | -23 | i
104 | CC(Oc1ccccc1)C(=O)NC1=NCCS1 (stereo unspecified) | -7 | i
105 | COc1cc2ccccc2cc1C(=O)N(CCN(C)C)c1nc2ccc(Br)cc2s1 | -5 | i
106 | CCN(CC)c1ccc(C=NCCc2ccc(S(N)(=O)=O)cc2)cc1 | -6 | i
107 | COc1ccc(Cc2nnc(SCC(=O)Nc3ccc(C)cc3C)[nH]c2=O)cc1 | -10 | i
108 | CCOC(=O)C1CCN(CCC(=O)Nc2cccc(Cl)c2C)CC1 | -5 | i
109 | COc1cc(C(=O)O)ccc1Cl | -9 | i
110 | CC(CN(C)Cc1ccccc1)OC(=O)c1cccc(F)c1 (stereo unspecified) | -10 | i
111 | O=C(/C(C=Nc1cc2c(oc1=O)CCCC2=O)=C(\O)c1ccccc1)c1ccccc1 | -24 | i
112 | CNC(=S)NNc1ccccc1[N+](=O)[O-] | -6 | i
113 | Nn1c(SCC(=O)N2CCOCC2)nnc1-c1ccc(Cl)cc1Cl | -9 | i
114 | Cc1nn(CC(=O)NCCN2CCCCC2C)c(=O)c2cc(-c3ccccc3)nn12 (stereo unspecified) | -30 | i
